SW480 rereplic = inducers of DNA re-replication in SW480 colon cancer cells | Potency, µM (highest dose often 46.1 µM), for inactives: at the top dose re-replication activation, hits mostly activators | 340,000 tested, 1.8% active | SW480 DNA re-replication, Hoechst DNA content imaging, 48 h; note: potency is the fitted concentration of half-maximal effect; % of control where 0% means no effect; nearly all actives have a fitted effect of over 55% in size
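Compounds, transferred as 23 nL by pin tool, were incubated with cells for 48 hr; DNA content per nucleus was then quantified by Hoechst staining and fluorescence plate imaging.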
HT1080 IDH1KD tx = toxicity to HT-1080 IDH1 knockdown cells (counter line); HT-1080 IDH1 knockdown viability, ATP luminescence, 48 h; Potency, µM (doses to about 46.1 µM), for the others: at the highest dose activity, negative = toxicity, actives largely listed as cytotoxic; 360,000 tested, 2% active; AID 686971;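 note: potency is the fitted concentration of half-maximal effect; 0% = DMSO wells and -100% = cell-free medium wells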
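After a 2 h attachment period, IDH1KD HT-1080 cells took pin-transferred compound for 48 h at 37 °C; ATP-based luminescence after 10 min room-temperature reagent incubation reported viability.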
IL1B secr inh = blocks inflammasome-driven IL-1 beta release | THP-1 LPS/ATP IL-1B secretion, AlphaLISA, 16 h; hits give low values | activity change, % at 57.5 µM | 360,000 tested, 4.7% active | AID 743279; in the data active = activity change below about -50%; inconclusive = mostly about -30% to -49%; note: % is set by controls: 0 for no effect and ±100 for the full control effect
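THP-1 cells pretreated 1 hr with compounds (up to 57.5 uM final), then stimulated with LPS (250 ng/mL final) plus ATP (1.25 mM final); secreted IL-1B measured by AlphaLISA after 16 hr, decreased signal indicating inhibition.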
HT1080-NT tox = kills 2HG-producing HT-1080-NT fibrosarcoma cells. HT-1080-NT fibrosarcoma viability, CellTiter-Glo ATP luminescence, 48 h. Potency, µM (highest dose often 46.1 µM), for inactives: at the highest dose activity, negative = less viability, usual class: cytotoxic. 360,000 tested, 1.6% active. AID 686970;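 note: NT is the 2HG producing partner of a matched IDH1 knockdown line; potency is the fitted concentration of half-maximal effect; 0% = DMSO-treated cells and -100% = media-only wells without cells; nearly all actives have a fitted effect of over 55% in size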
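Viability of the 2HG-overproducing fibrosarcoma line after 48 hours of compound exposure at 37 degrees C was determined by luminescence with CellTiter-Glo, and concentration-effect curves were then fitted and categorized.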
GLP1R cytotox = cytotoxicity in counter-screen for GLP-1R inverse agonists; HEK293 cAMP-luciferase reporter cells, luminescence, 24 h; Potency, µM (series often up to 38.3 µM), inactives show at the top dose activity change, negative = inhibition, most hits filed as inhibitors; 410,000 tested, 0.13% active; AID 624418;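 note: loss of luciferase light is scored as toxicity; potency is the fitted concentration of half-maximal effect; % is set by controls: 0 for no effect and ±100 for the full control effect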
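Seeding density was 200 cells/uL; after overnight-length (12 h) culture, 23 nL compounds went on for 24 h at 37 °C. Readout used a luciferase detection reagent, luminescence taken after 12 min at room temperature.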
KB-3-1 cytotox = KB-3-1 parental cell cytotoxicity | KB-3-1 viability, CellTiter-Glo ATP luminescence, 72 h | Potency, µM (titrated, usually from 46.1 µM), for the others: at the highest dose activity change, negative = cytotoxic, most hits filed as cytotoxic | 400,000 tested, 1.4% active | AID 1347075; note: potency is the fitted concentration of half-maximal effect; % is set by controls: 0 for no effect and ±100 for the full control effect; nearly all actives have a fitted effect of over 60% in size
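Viability of parental KB-3-1 cells, measured by CellTiter-Glo luminescence, followed a 72 h incubation at 37 °C with pinned compounds in phenol-red-free DMEM containing 10% FBS.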
D3 ag = activates the human D3 dopamine receptor | D3R DiscoveRx beta-arrestin cells, luminescence, 90 min | max activation, % | 410,000 tested, 0.58% active | AID 652048; in the data active = max activation above about 30%; note: 0% is about no effect; mostly tested at two doses, the higher about 12 µM
Target sequence (P35462 whole entry, looked up): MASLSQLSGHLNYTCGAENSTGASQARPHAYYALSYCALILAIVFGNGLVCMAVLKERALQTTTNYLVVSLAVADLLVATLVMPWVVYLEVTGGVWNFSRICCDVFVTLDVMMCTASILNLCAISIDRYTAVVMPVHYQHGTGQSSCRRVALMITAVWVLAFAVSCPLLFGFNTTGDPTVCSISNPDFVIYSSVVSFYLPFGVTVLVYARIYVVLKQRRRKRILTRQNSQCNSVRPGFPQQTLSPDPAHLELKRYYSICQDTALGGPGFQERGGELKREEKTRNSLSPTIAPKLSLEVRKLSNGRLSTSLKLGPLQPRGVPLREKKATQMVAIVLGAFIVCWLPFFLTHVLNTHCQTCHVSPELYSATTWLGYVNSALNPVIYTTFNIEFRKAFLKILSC
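Cells at 1500/well, incubated overnight, then treated with pinned compounds (dopamine as control) for 90 min at 37 degrees C. DiscoveRx reagent added for 30 - 60 minutes at room temperature; luminescence read.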
KB-V1 cytotox = KB-V1 MDR subline cytotoxicity; KB-V1 MDR cells viability, CellTiter-Glo, 72 h; Potency, µM (doses to about 46.1 µM), for inactives: top-dose activity change, negative = cytotoxicity, actives largely listed as cytotoxic; 400,000 tested, 3.4% active; AID 1347076; note: potency is the fitted concentration of half-maximal effect; % is set by controls: 0 for no effect and ±100 for the full control effect; nearly all actives have a fitted effect of over 60% in size
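In this primary screen, KB-V1 cells overexpressing P-gp are incubated with library compounds (lowest to highest concentration) for 72 h at 37 degrees C before a luminescent ATP viability read.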
MCF10A rerep = induces DNA re-replication in MCF 10a normal breast cells. MCF 10A DNA re-replication, Hoechst nuclear intensity, 48 h. Potency, µM (highest dose often 46.1 µM), for the others: at the highest dose activity, positive = re-replication, actives largely listed as activators. 350,000 tested, 2.9% active. AID 624296; note: potency is the fitted concentration of half-maximal effect; % of control where 0% means no effect; nearly all actives have a fitted effect of over 50% in size
Active calls of the source: *; i = inactive; u = inconclusive; x = not tested or not shown; & = joins results of further samples; [ ] = another dose, or the depositor's remark. Unless noted, calls come from the whole dose curve; as a rule, active = well fitted curve in the direction sought with a large enough effect; inconclusive = small, poorly fitted or top-dose-only effect, or another doubt; inactive = no such curve, though single readings can be large; an effect the other way counts as inactive or inconclusive.

Order of values: MCF10A rerep	SW480 rereplic	GLP1R cytotox	HT1080-NT tox	HT1080 IDH1KD tx	KB-3-1 cytotox	KB-V1 cytotox	D3 ag	IL1B secr inh
- CCCS(=O)(=O)NC(=O)C1(C)CCN(C(=O)c2cccnc2Oc2ccccc2)C1 (stereo unspecified)
  x	x	1%	12%	5%	0%	27%	4	35
- CC(C)C(NC(=O)c1ccccc1Br)c1ccccc1 (stereo unspecified)
  26%	4%	-8%	7%	17%	-1%	-8%	-16	-2
- CCOc1nc(NC(=O)NS(=O)(=O)Oc2cccc(F)c2)nc(-c2ccccc2)n1
  x	x	1%	x	x	16%	-2%	5	x
- CC(C)Cn1c(SCc2nc3ccccc3c(=O)[nH]2)nc2ccccc2c1=O
  11µM*	u	-8%	5%	-9%	2%	-4%	46*	6
- O=C(CCNC(=O)Cn1ccc2ccccc2c1=O)NCc1ccccn1
  0%	-12%	2%	1%	0%	-1%	3%	3	0
- Cc1cccnc1NC(=O)c1ccc(S(=O)(=O)N2CCC(C)CC2)cc1
  1%	u	5%	3%	-4%	0%	1%	4	u
- Cc1ccc(Nc2c(-c3cc(Br)ccc3F)nc3cc(C)ccn23)cc1
  x	x	-11%	x	x	-3%	0%	-10	x
- O=C(CCNS(=O)(=O)c1cccc2nsnc12)N1CCc2ccccc21
  -13%	u	9%	-4%	3%	-2%	u	-3	5
- O=C(NCc1cccs1)C1CCCN(C(=O)Nc2ccccc2)C1 (stereo unspecified)
  u	10%	5%	u	u	u	0%	-3	4
- O=C1OCCC1Sc1ncnc2sc3c(c12)CCC3 (stereo unspecified)
  -7%	-9%	-8%	-1%	1%	-2%	22%	-3	12
- CC(=O)Nc1ccc(OC(=O)c2c(-c3ccccc3Cl)noc2C)cc1
  -4%	5%	-19%	14%	3%	1%	u	-6	9
- COc1ccc(OCC(O)CN2C(=O)NC(C)(C)C2=O)cc1 (stereo unspecified)
  0%	-2%	51%[activator]	-8%	-5%	-7%	-6%	0	5
- CCn1c(SCC(=O)Nc2ccccc2F)nc2c(c1=O)SC(C)C2 (stereo unspecified)
  1%	-7%	-2%	-14%	-2%	-3%	-3%	3	-5
- CCCCOC(=O)c1cc(Cl)c(O)c(OC)c1
  -4%	-6%	1%	12%	5%	13%	u	3	14
- CCOC(=O)c1[nH]c(C)c(CCC(=O)Nc2ccccc2C(=O)OC)c1C
  x	x	-18%	x	x	-21%	u	-2	x
- COc1ccc(C(=O)NNC(=O)CSc2nc3c(c(=O)n(C)c(=O)n3C)n2C)cc1
  2%	0%	-2%	3%	4%	3%	u	0	12
- Cc1c(Br)cc(C(=O)N2CCCC2)c(C)c1C
  15%	1%	-4%	11%	6%	16%	-3%	-1	89
- O=C(NC1CC(=O)N(c2ccccc2)C1)C(=O)c1c[nH]c2ccccc12 (stereo unspecified)
  13%	15%	18%	-7%	-21%	0%	0%	-14	6
- Cc1cc(C)c(NC(=O)c2cccs2)c(C)c1NC(=O)c1cccs1
  3%	-12%	-8%	-2%	-9%	-13%	9%	5	-2
- Cc1cccc(NC(=O)CSc2nnc([C@H](C)NC(=O)OC(C)(C)C)o2)c1C
  1%	0%	-1%	-1%	11%	6%	1%	-1	0

Order of values: MCF10A rerep	SW480 rereplic	GLP1R cytotox	HT1080-NT tox	HT1080 IDH1KD tx	KB-3-1 cytotox	KB-V1 cytotox	D3 ag	IL1B secr inh
- COc1cccc(Cn2c(=O)ccc3ccccc32)c1
  -3%	-175%[inhibitor]	1%	-1%	-1%	-2%	0%	-1	-1
- O=C(CCNC(=O)C1CCN(S(=O)(=O)c2ccccc2)CC1)NCc1ccncc1
  -3%	-2%	1%	4%	6%	u	10%	3	1
- CN1CCN(c2ccc(-c3cc(NC=O)c4ncc(-c5ccc(F)c(Cl)c5)n4c3)cc2)CC1
  x	x	u	u	u	u	u	-12	82
- CC(C)CC(C(=O)NC1CCCC1)N(Cc1ccc2c(c1)OCO2)C(=O)c1snc(C(N)=O)c1N (stereo unspecified)
  u	-2%	0%	-1%	1%	7%	-23%	0	16
- S=C(Nc1ccccc1)N1CCN(c2ccc(N3CCOCC3)nn2)CC1
  0%	-5%	u	-12%	0%	u	-1%	8	0
- COc1cccc(C(=O)Nc2ccc(-c3cn4cccnc4n3)cc2)c1OC
  x	x	-6%	x	x	0%	-21%	1	x
- CCc1ccc(OCC(=O)NNC(=O)Cc2cccs2)cc1
  2%	-1%	-2%	8%	2%	6%	16%	14	19
- Cc1ccc2nc(NC(=O)c3ccc(S(=O)(=O)N4CCC(C)CC4)cc3)sc2c1
  x	x	2%	x	x	-3%	12%	1	x
- CCc1nnc(NC(=O)CSc2nnc(Cc3cccn3C)n2C)s1
  4%	1%	1%	8%	8%	15%	-8%	1	0
- CC(C)Nc1nc(Oc2ccc(Cl)cc2)cc(C(F)(F)F)n1
  23µM*	8%	18%	-2%	-5%	19%	-10%	2	21
- CCN(c1ccc(OC)cc1)S(=O)(=O)c1nnc(NC(=O)COc2ccccc2)s1
  -5%	-1%	1%	2%	-1%	1%	0%	4	-5
- COc1ccc(NC(=O)Cn2c(=O)n(Cc3ccc(C(=O)NCc4ccccc4Cl)cc3)c(=O)c3ccccc32)cc1OC
  x	x	-4%	x	x	-15%	0%	-22	x
- Cc1ccccc1OCC(=O)NC(=S)Nc1ccc(Br)c(C)n1
  -7%	-2%	-4%	12%	8%	15%	-4%	0	-6
- COCCN(C(=S)Nc1cccc(OC)c1)C1CCN(C(C)=O)CC1
  1%	x	12%	-1%	-5%	8%	-21%	-7	0
- COCCOC(=O)C1=C(C)N=c2s/c(=C\c3cccs3)c(=O)n2C1c1cccs1 (stereo unspecified)
  2%	-2%	6%	15%	11%	-21%	4%	4	-29
- O=C(COC(=O)c1ccco1)Nc1cc(S(=O)(=O)N2CCOCC2)ccc1Cl
  1%	-2%	6%	0%	13%	10%	6%	-7	0
- Cn1nc(C(F)(F)F)c2cc(NC(=O)OCC(C)(C)C)sc21
  u	2%	-12%	6%	-2%	5%	-3%	1	-6
- Cc1ccc(C(=O)c2oc3ccccc3c2NC(=O)c2nc(S(C)(=O)=O)ncc2Cl)cc1F
  x	x	0%	x	x	14%	6%	1	x
- CC(C)Cc1ccc(-c2cc(=O)[nH][nH]2)cc1
  21%	1%	4%	-1%	-2%	16%	3%	-5	-7
- COc1cc(NC(=O)c2cc3ccccc3cc2O)c(OC)cc1Cl
  u	212%	37%[activator]	u	u	u	u	19	u

A draw from above in order of length of the SMILES, rising:
Order of values: MCF10A rerep	SW480 rereplic	GLP1R cytotox	HT1080-NT tox	HT1080 IDH1KD tx	KB-3-1 cytotox	KB-V1 cytotox	D3 ag	IL1B secr inh
- O=C1OCCC1Sc1ncnc2sc3c(c12)CCC3 (stereo unspecified)
  -7%	-9%	-8%	-1%	1%	-2%	22%	-3	12
- COc1cc(NC(=O)c2cc3ccccc3cc2O)c(OC)cc1Cl
  u	212%	37%[activator]	u	u	u	u	19	u
- CCOc1nc(NC(=O)NS(=O)(=O)Oc2cccc(F)c2)nc(-c2ccccc2)n1
  x	x	1%	x	x	16%	-2%	5	x

(further entries)
Order of values: MCF10A rerep	SW480 rereplic	GLP1R cytotox	HT1080-NT tox	HT1080 IDH1KD tx	KB-3-1 cytotox	KB-V1 cytotox	D3 ag	IL1B secr inh
- Cn1nccc1C(=O)OCC(=O)Nc1ccc(S(N)(=O)=O)cc1
  -1%	-5%	-7%	17%	24%	u	0%	2	-5
- O=C(CSc1nc(-c2ccc(F)cc2)cs1)Nc1ccccn1
  -31%[inhibitor]	1%	12%	-11%	-27%	0%	1%	4	0
- OC[C@@H]1CN(Cc2ccc(F)cc2)C[C@H](n2cnc3c(N4CCN(c5ccccc5)CC4)ncnc32)O1
  x	x	-23%	u	u	u	u	14	-1
- O=C(CCN1C(=O)c2ccc([N+](=O)[O-])cc2C1=O)Nc1nccs1
  -3%	-2%	-16%	-1%	26%	9%	2%	-2	0
- CC(=O)Cc1nsc(NC(=O)c2c(-c3ccccc3Cl)noc2C)n1
  0%	1%	-10%	-4%	-4%	0%	-6%	-1	-21
- Cc1ccc(NC(=O)CN(c2ccc(Cl)cc2)S(=O)(=O)c2cc([N+](=O)[O-])ccc2Cl)c(C)c1
  0%	0%	-19%	u	-23%	-6%	-24%	-6	-79*
- COc1ccc(/C=N/n2c(-c3cccs3)n[nH]c2=S)cc1
  11%	-7%	-14%	-1%	-2%[9.24 µM]	14%	-26%	-9	u
- O=C(CSc1ncn[nH]1)Nc1nsc(-c2ccccc2)n1
  4%	-4%	2%[1.53 µM]	0%	-1%	11%	-1%	6	11
- CC(C)C[C@@H](CN=[N+]=[N-])N1CCN(CC(C)C)CCC1=O
  4%	4%	-13%	3%	3%	5%&6%	-14%&-20%	-9	0
- CN(C(=O)c1ccccc1Cl)c1ccccc1C(=O)NCc1ccccc1
  3%	-23%	-9%	1%	6%	-2%	-20%	0	i
- O=C(CSc1nnc2ccc(-c3ccncc3)nn12)N1CCCCC1
  3%	-2%	1%	10%	4%	-2%	0%	-15	-14
- C#CCOCCOCCOCCNc1nc(N2CCN(C(=O)[C@H]([C@@H](C)CC)n3cc([C@@H](N)CC(C)C)nn3)CC2)nc(N2CCN(C(=O)[C@H](CCCCN)n3cc([C@@H](N)CC(C)C)nn3)CC2)n1
  u	15%[9.22 µM]	-1%	10%	11%	2%	-8%	-20	0
- CC(CNS(=O)(=O)c1ccccc1)Sc1nncn1C (stereo unspecified)
  14%	-1%	4%	-1%	-1%	-4%	-1%	-12	23
- O=C(OC1CCCCC1=O)c1ccc(F)c(S(=O)(=O)N2CCOCC2)c1 (stereo unspecified)
  0%	-5%	-2%	12%	10%	1%	1%	5	1
- CCc1ccc(N(C(C)=O)C2C=CS(=O)(=O)C2)cc1 (stereo unspecified)
  7%	0%	-4%	-4%	0%	-2%	-4%	-1	-4
- COCCNC(=O)Cn1cc(C(=S)N2CCCCC2)c2ccccc21
  u	13%[1.84 µM]	-17%	5%	2%	10%	12%	8	-5
- O=C(Nc1ccc2c(c1)OCO2)c1cc(-c2ccccc2Cl)on1
  2%	2%	-4%	u	u	u	12%	-4	9

Compound activity (PubChem)
